TRPV1 ag – activates the human vanilloid receptor TRPV1; actives 0.19% (n = 320,000); activation, % at 8.33 µM; AID 540275; TRPV1-expressing cells, Fluo-8 calcium influx, agonist mode; Q8NER1; in the data active means activation above about 80%; inconclusive means between about 30% and that limit; further: 0% is about no effect
Target sequence (Q8NER1 whole entry, looked up): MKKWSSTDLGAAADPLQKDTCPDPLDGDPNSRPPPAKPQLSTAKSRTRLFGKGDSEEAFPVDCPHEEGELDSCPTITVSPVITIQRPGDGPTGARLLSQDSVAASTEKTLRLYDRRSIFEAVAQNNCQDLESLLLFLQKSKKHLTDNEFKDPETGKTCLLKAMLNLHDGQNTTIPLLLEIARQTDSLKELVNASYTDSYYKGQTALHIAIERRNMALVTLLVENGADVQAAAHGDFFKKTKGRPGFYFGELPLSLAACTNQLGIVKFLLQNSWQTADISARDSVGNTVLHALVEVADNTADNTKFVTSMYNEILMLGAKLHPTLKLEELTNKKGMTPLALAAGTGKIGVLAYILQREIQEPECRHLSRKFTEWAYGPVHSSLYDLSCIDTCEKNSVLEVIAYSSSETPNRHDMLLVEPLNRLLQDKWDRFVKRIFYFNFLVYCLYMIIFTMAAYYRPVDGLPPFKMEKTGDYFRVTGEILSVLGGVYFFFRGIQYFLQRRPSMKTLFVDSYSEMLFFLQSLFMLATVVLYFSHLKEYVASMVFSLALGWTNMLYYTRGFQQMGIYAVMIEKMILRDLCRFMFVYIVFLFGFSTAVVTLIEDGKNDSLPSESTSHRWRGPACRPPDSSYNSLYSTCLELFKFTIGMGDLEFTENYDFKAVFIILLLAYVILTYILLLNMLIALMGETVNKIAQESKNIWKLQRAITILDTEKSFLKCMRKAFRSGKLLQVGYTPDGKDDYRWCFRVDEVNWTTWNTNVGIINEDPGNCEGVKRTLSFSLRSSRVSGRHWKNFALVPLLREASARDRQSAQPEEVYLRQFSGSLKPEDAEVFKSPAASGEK
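Cells expressing TRPV1 were dye-loaded with Fluo-8 and read kinetically: 10 s baseline, 3 min after compound (agonist portion), then 2 min after EC20 capsaicin (allosteric enhancer portion). Calcium-bound dye fluorescence at 480/520 nm.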
ELG1 repair inh – ELG1-dependent DNA repair inhibition | HEK293T ELG1-luciferase reporter, luminescence, 16 h; DNA damage induced by 5-fluorouridine | Potency, µM (titrated, usually from 46.1 µM), for the others: at the highest dose activity change, negative = inhibition, actives largely listed as inhibitors | actives 2.3% (n = 330,000) | AID 504467; further: potency means the concentration at half of the fitted maximal effect; on the % scale 0 is the no-effect control and ±100 the full control effect; nearly all actives have a fitted effect of over 55% in size
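Luminescence from the luciferase reporter, measured 30 min after ONE-Glo reagent at room temperature, was the read-out. Beforehand, 2,000 cells per well were exposed for 16 hr at 37 °C to 5-fluorouridine together with compound or vehicle.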
PTAP TSG101 blk – blocks PTAP/TSG101 interaction to inhibit HIV-1 budding; Potency, µM (doses to about 115 µM), for the others: top-dose activity change, negative = inhibition, usual class: inhibitors; 340,000 tested, under 10 active; AID 493005; Q99816; Fluorescence polarization, FITC-PTAP peptide / Tsg101 binding; active means well fitted inhibition curve with a large enough effect in the main read-out, with a control signal flat, not every such curve was filed as active; inconclusive means small, poorly fitted or top-dose-only effect, or effect the other way, or a change in a side signal; inactive means no such curve, though single readings can be large or run the other way; further: potency means the concentration at half of the fitted maximal effect; % of control where 0% means no effect
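FP read-out: FITC-PTAP peptide, 50 nM final, binding Tsg101 binding domain, 10 uM final; 20 min, r.t.; 10 mM HEPES pH 7.5, 0.15 M NaCl, 0.01% Tween 20, 3 mM EDTA, 0.1 mM TCEP.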
MLL CXXC-DNA inh – blocks binding of human MLL CXXC domain to DNA. Q03164. MLL-CXXC / FITC-HOXA9 DNA fluorescence polarization. Potency, µM (titrated, usually from 115 µM), inactives show at the top dose activity change, negative = inhibition, hits mostly inhibitors. actives 0.037% (n = 290,000). AID 2662; active means well fitted inhibition curve with a large enough effect in the polarisation, with a control signal flat, not every such curve was filed as active; inconclusive means small, poorly fitted or top-dose-only effect, or effect the other way, or a change in a side signal; inactive means no such curve, though single readings can be large or run the other way; the % refers to the polarisation; further: potency means the concentration at half of the fitted maximal effect
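Fluorescence polarization: 7 uM MLL-CXXC (stock) preincubated 5 min with compounds, then 50 nM fluorescein-HOX-A9 DNA (stock) added; 30 min ambient. Buffer 50 mM Tris-HCl pH 7.5, 50 mM NaCl, 1 mM DTT, 0.05% BSA.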
AT treatment – potential ataxia-telangiectasia treatment. actives 0.19% (n = 320,000). […] A-T fibroblasts, KAP-1 phosphorylation AlphaLISA; neocarzinostatin DNA damage 30 min before lysis. Potency, µM (doses to about 57.5 µM), for the others: at the top dose activation, most hits filed as activators; further: potency means the concentration at half of the fitted maximal effect; % of control where 0% means no effect; nearly all actives have a fitted effect of over 45% in size
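ATM-like activity read as KAP-1 phosphorylation via AlphaLISA donor/acceptor antibody pairs after lysis and 6 hr at 25C. Cells were ATM-null patient fibroblasts ([…], hTERT), dosed 60 min, then exposed to the DSB inducer NCS for 30 min.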
B2AR arrestin – beta2AR (human) beta-arrestin recruitment activity; Potency, µM (series often up to 46.1 µM), inactives show at the top dose activation, actives largely listed as activators; actives 0.02% (n = 330,000); beta-arrestin recruitment to beta2AR, cell-based reporter; P07550; AID 492947;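 further: potency means the concentration at half of the fitted maximal effect; 0% = DMSO controls and full agonism = EC100 isoproterenol or metaproterenol; nearly all actives have a fitted effect of over 65% in size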
BRCA1 expr up – activators of BRCA1 expression; MCF7-BRCA1-FFLuc reporter, luminescence, 48 h; response scale: scaled: vehicle 0%, 10 µM genistein 100%; Potency, µM (titrated, usually from 46.1 µM), for the others: at the highest dose activation, most hits filed as activators; actives 1.1% (n = 380,000); further: potency means the concentration at half of the fitted maximal effect; nearly all actives have a fitted effect of over 80% in size; some results filed as inactive show a strong effect at the top dose
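Luminescence from a BRCA1-driven firefly luciferase in MCF7 cells was the read-out, taken 15 min after substrate addition following 48 h compound exposure at 37 °C. Data were normalized to a 10 microM genistein control and DMSO vehicle.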
p53 reactivator – restores transcriptional activity of mutant p53. H1299 p53-A138V BP100-luciferase reporter, luminescence, 24 h. Potency, µM (titrated, usually from 92.2 µM), without a hit: top-dose activity change, positive = activation, most hits filed as activators. actives 0.063% (n = 320,000). AID 504706; further: potency means the concentration at half of the fitted maximal effect; % of control where 0% means no effect; nearly all actives have a fitted effect of over 45% in size
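p53-null H1299 cells stably carrying temperature-sensitive p53-A138V and a BP100-luciferase reporter were pinned with compounds (4-point, 1:5 series) and held 24 hrs at 37 deg C. Luminescence was read 10 min after detection reagent.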
a7 integrin act – activators of alpha7 integrin expression for muscular dystrophy; actives 0.064% (n = 350,000); alpha7betagal myoblasts, beta-gal FDG fluorescence, 48 h; Potency, µM (highest dose often 38.3 µM), inactives show top-dose activation, actives largely listed as activators;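 further: potency means the concentration at half of the fitted maximal effect; 100% = response of the positive control SU9516; nearly all actives have a fitted effect of over 60% in size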
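alpha7betagal+/- myoblasts (passage 13, 250/well) treated 48 h at 37C with compounds at 1:260 dilution of DMSO stock. Lysed, then beta-galactosidase activity read as FDG fluorescence (ex 480/em 540) after 30 min, with pre-read for autofluorescence.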
TCR act – activates T cell receptor signaling; primary human leukocytes, anti-CD3, IL-2 HTRF, 48 h; Potency, µM (titrated, usually from 9.22 µM), without a hit: at the top dose activation of IL-2 secretion, hits mostly activators; 330,000 tested, under 10 active; AID 504894; further: % of control where 0% means no effect
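Readout: HTRF IL-2, Eu-cryptate/d2 antibody pair, 320nm excitation, 665nm emission. Stimulus: a-CD3 beads, no co-stimulation. Cells: primary human leukocytes. Exposure: 48 hr with compound.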
The depositor's hits bear a star; ? = inconclusive; / = no result given; [ ] = dose if it differs, or a comment. Unless noted, the call rests on the fitted dose curve; in most records, active means well fitted curve in the direction sought with a large enough effect; inconclusive means small, poorly fitted or top-dose-only effect, or another doubt; inactive means no such curve, though single readings can be large; an effect the other way counts as inactive or inconclusive.

Compound,TRPV1 ag,ELG1 repair inh,PTAP TSG101 blk,MLL CXXC-DNA inh,AT treatment,B2AR arrestin,BRCA1 expr up,p53 reactivator,a7 integrin act,TCR act
CCOC(=O)Cc1csc(NC(=O)c2csc(C)c2)n1,1,-3%,1%,-12%,7%,0.1%,0%,0%,19%,-2%
CCOC(=O)CSc1nc2cc(C(=O)OC)ccc2c(=O)n1CCN1CCOCC1,0,-9%,-5%,-6%,-3%,-0.7%,-14%,2%,12%,1%
CCCOc1ccc(S(=O)(=O)NNC(=O)c2cc3ccccc3o2)cc1,5,0%,-6%,4%,2%,0.3%,-25%,2%,-21%,13%[46.1 µM]
CC1CCC(NC(=O)C2CCN(c3nc4ccccc4s3)CC2)CC1 (stereo not given),8,1%,0%,-2%,6%,-1.1%,-12%,4%,?,-5%
COc1ccccc1C(=O)OCn1nnc2ccccc2c1=O,0,6%,-4%,3%,-8%,0.2%,10%,5%,5%,-3%
CC1CCC(NC(=O)CCNS(=O)(=O)c2ccc3c(c2)CCC(=O)N3)CC1 (stereo not given),-1,-2%,-8%,22%,5%,0.1%,-14%,4%,16%,-3%
O=C(COc1ccc(Cl)cc1)NC1=NN(c2ccccc2)C(=O)C1,-3,8%,-8%,-4%,-5%,-1.0%,-18%,-14%,6%,1%[46.1 µM]
Cc1cc(C)c(C(=O)C[n+]2cccc(C(N)=O)c2)c(C)c1,-3,19%,-5%,-5%,24%,-0.8%,0%,1%,-2%,-1%
CC(C(=O)N1CCOCC1)N1c2cccc3cccc(c23)S1(=O)=O (stereo not given),-3,-8%,-7%,-1%,-4%,-0.2%,3%,-5%,-13%,1%
Cc1onc(-c2c(Cl)cccc2Cl)c1C(=O)Nc1ccc2c(c1)OCCO2,-2,-17%,-1%,1%,-11%,-1.3%,26%,-20%,-9%,-7%
Cc1nc2cc(C(F)(F)F)ccc2n1CCNc1nc(-c2ccc([N+](=O)[O-])c(Cl)c2)cs1,30,?,1%,8%,5%,0.5%,-6%,/,-32%,-2%
Cc1cccc(C)c1NC(=O)CS(=O)CC(=O)NC1CCCc2ccccc21 (stereo not given),-5,2%,0%,1%,0%,-0.2%,-3%,-2%,-23%,-4%[46.1 µM]
CCO[C@H]1OC(C(=O)NC2CC2)=C[C@@H](c2ccc(C(F)(F)F)cc2)[C@@H]1CCCO,7,1%,-4%,-6%,-1%,0.4%,-9%,-3%,-4%,11%
O=C(NCc1ccncc1)c1ccc2nc(Cc3ccccc3F)oc2c1,?,-10%,/,13%,10%,0.1%,-29%,-6%,-20%,-5%
C=CCN1C(=O)C2(NNc3ccccc3O2)c2ccccc21 (stereo not given),14,8%,?,88%[activator],/,0.4%,-29%,1%,-19%,24%
Cc1ccc(S(=O)(=O)N2CCCC(C(=O)NCc3ccccc3F)C2)cc1 (stereo not given),2,-11%,-1%,11%,8%,-0.3%,0%,-2%,7%,10%
COc1ccc(C(=O)NC2CCN(Cc3c(F)cccc3Cl)CC2)cc1OC,11,?,2%,7%,-4%,-1.0%,-7%,-8%,5%,0%
CC(O)c1nc2cc([N+](=O)[O-])ccc2n1Cc1ccccc1 (stereo not given),3,0%,-10%,0%,7%,0.1%,-11%,-2%,?,/
CN(Cc1ccccc1)c1ccc(C(=O)O)cc1[N+](=O)[O-],-1,1%,1%,2%,-1%,-0.1%,1%,24%,5%,2%[46.1 µM]
COC(=O)CCCCCN1C(=O)/C(=C\c2ccncc2)SC1=S,/,4%,-4%,-15%,-15%,0.0%,-36%,26%,-47%[inhibitor],1%
CC(NC(=O)c1ccc(F)cc1)c1nc2ccccc2n1Cc1ccccc1F (stereo not given),30,-12%,-7%,-7%,6%,0.0%,14%,3%,11%,-3%
CC(=O)Nc1nc2ccccc2n1Cc1ccccc1Cl,9,?,0%,-9%,27%,0.0%,-45%,4%,-22%,4%
COc1cccc(CNS(=O)(=O)c2c(C)[nH]c(C)c2C(=O)N2CCCC2)c1,0,2%,-3%,10%,-2%,0.0%,0%,0%,17%,-4%
O=C(O)COc1ccc2c(c1)OCCO2,1,7%,-5%,-6%,10%,-0.2%,-5%,0%,-1%,3%
CC1CCCCC1NC(=O)C1Cc2ccccc2CN1S(C)(=O)=O (stereo not given),2,0%,-6%,5%,2%,-0.1%,-15%,-1%,24%,-3%
COCc1c(C(=O)N/N=C(/C)c2ccccc2)nnn1-c1nonc1N,1,-11%,-3%,2%,4%,-0.1%,1%,-2%,-15%,3%
COc1ccc(OC)c(NC(=O)CSc2nnnn2C)c1,-4,5%,0%,3%,1%,0.4%,-2%,-1%,-13%,8%
CC(=O)Oc1ccc(NC(=O)Cc2ccccc2)c(C(=O)O)c1,-2,2%,-2%,5%,-7%,-0.3%,8%,8%,1%,4%
O=C(O)CN1C(=O)/C(=C\c2cc(Br)ccc2OCc2ccc([N+](=O)[O-])cc2)SC1=S,2,9%,-10%,4%,-6%,-0.4%,54%,20%,?,2%
O=S(=O)(c1ccc(=S)[nH]c1)N1CCN(Cc2ccccc2)CC1,/,0%,-1%,/,5%,0.0%,-13%,-4%,28%,-3%
CC(CCc1ccccc1)NC(=O)COC(=O)c1cccn1C (stereo not given),8,19%,-4%,/,2%,-0.2%,7%,-3%,-31%,2%
Cc1cc([N+](=O)[O-])nn1Cc1noc(C(=O)NCc2ccc3c(c2)OCO3)n1,12,0%,2%,6%,1%,0.2%,-5%,2%,-10%,-2%
Cc1ccc(S(=O)(=O)c2cn(Cc3ccc(F)cc3)c3cc4c(cc3c2=O)OCO4)cc1,-2,-8%,-6%,6%,1%,-0.1%,-8%,7%,13%,-7%[46.1 µM]
COc1ccc(CNC(=O)CN(Cc2ccco2)C(=O)CNS(=O)(=O)c2ccc(F)cc2)cc1,1,9%,0%,-8%,2%,-0.1%,-6%,4%,1%,1%
COc1ccc(C(=O)Nc2cc(=O)n(C)c(=O)n2C)cc1,-6,0%,-2%,8%,1%,-0.1%,-11%,-2%,-9%,-1%
COc1cc(C2CC(=O)Oc3cc(OC)c(OC)c(OC)c32)cc(OC)c1OC (stereo not given),/,18%,1%,/,3%[11.5 µM],-0.5%,5%,-9%,25%,-9%[46.1 µM]
O=C(O)CCC(CNS(=O)(=O)c1ccccc1)C(F)(F)F (stereo not given),0,6%,-2%,10%,1%,0.5%,-14%,4%,-24%,-2%
C=CCNC(=O)/C=C/c1c(F)cccc1Cl,14,?,2%,4%,-1%,2.5%,57%,20%,5%,5%[46.1 µM]
O=C(CCNS(=O)(=O)c1ccc(Br)s1)N1CCCCC1,1,-8%,-3%,0%,-1%,-0.6%,-9%,-2%,6%,1%
CCOC(=O)C1=C(C)N(C)C(=S)NC1c1ccccc1 (stereo not given),3,-3%,0%,3%,0%,0.5%,-44%,-2%,1%,-3%[46.1 µM]
O=C(NC1CCCCCCC1)c1cc([N+](=O)[O-])ccc1Cl,6,2%,-6%,-16%,0%,-0.3%,-8%,/,-4%,1%
CC1CCc2cc(F)ccc2N1C(=O)c1cccnc1 (stereo not given),-3,5%,-4%,-7%,5%,0.4%,-8%,6%,28%,-3%
COc1cc(/C=N/NC(=O)c2cncc(Br)c2)cc([N+](=O)[O-])c1O,-2,?,6%,23%,0%,?,-53%,20%,27%,-4%
Cc1ccc(S(=O)(=O)NC(c2ccccc2)C(C)C(=O)n2nc(C)cc2C)cc1 (stereo not given),14,-19%,-4%,-2%,-1%,-1.3%,-12%,-5%,-38%,20%
COc1ccc(OC)c(NC(=O)CCNC(=O)Cn2ccc3ccccc3c2=O)c1,-1,5%,-2%,45%[activator],1%,-1.0%,-8%,-3%,5%,1%

Rows were taken by chance, and some 3.8% of all compounds hit somewhere here.
